RNase H inhibition: RNase H inhibition, HIV 1 Gag Pol polyprotein, FRET biochemical assay, screening (AID 372); 0.77% of 100,000 active; HIV-1 RT RNase H, FRET RNA/DNA substrate fluorescence; higher % means a stronger effect; one-dose inhibition, % at 10 µM; IC50 in µM for titrated hits; in the data active = inhibition above about 50%
Numbers without * were called inactive. This is a subset. The share of hits here may be higher or lower than overall.

SMILES	RNase H inhibition
CC(/C=N/NC(=O)Cc1cccc2ccccc12)=C\c1ccccc1	14.0%
Cc1ccc(/C=C2/SC(=S)N(CCC(=O)Nc3ccc(F)c(Cl)c3)C2=O)cc1	20.0%
Oc1cccc(C=Nc2ccc(Cl)c(Cl)c2)c1	5.0%
O=C1CC(N(Cc2ccc3c(c2)OCO3)C(=O)c2ccc(Cl)cc2)C(=O)N1c1ccc(F)cc1 (centres undefined)	6.0%
COc1ccc(OC)c(NC(=O)C(=O)NCc2ccccc2)c1	34.0%
CCCC(=O)Nc1ccc(NC(=O)c2ccc([N+](=O)[O-])cc2)cc1	7.0%
O=[N+]([O-])c1ccc(N/N=C/c2ccc(O)cc2O)cc1	5.0%
O=C(CCCN1C(=O)c2cccc3cccc(c23)C1=O)Nc1cccnc1	11.0%
O=C(NC(=S)Nc1ccccc1O)c1ccc(Cl)cc1	21.0%
Cc1ccc2oc(-c3cccc(NC(=O)c4cccc5ccccc45)c3)nc2c1	7.0%
CCOC(=O)c1c(NC(=O)c2ccc([N+](=O)[O-])cc2)sc2c1CCC(C)C2 (centres undefined)	16.0%
CCOC(=O)/C(=N/NC(=O)c1ccco1)C(F)(F)F	22.0%
CC(NC(=O)C(=O)NN=C1CCC(C(C)(C)C)CC1)c1ccccc1 (centres undefined)	11.0%
Cc1c(C(c2ccccc2F)c2c(C)n(C)n(-c3ccccc3)c2=O)c(=O)n(-c2ccccc2)n1C	10.0%
Cc1ccccc1NC(=O)CSc1ncccn1	1.0%
CCOc1ccc(NC(=O)CN(c2cc(OC)ccc2OC)S(C)(=O)=O)cc1	5.0%
COc1cc([N+](=O)[O-])ccc1-c1ccc(/C=C2/C(=N)N3N=C(c4ccccc4)SC3=NC2=O)o1	6.0%
Cc1c(-n2c(O)c(C3=c4cc([N+](=O)[O-])ccc4=NC3=O)sc2=S)c(=O)n(-c2ccccc2)n1C	12.0%
O=C(COc1ccc2ccccc2c1)N1CCN(c2ccccc2)CC1	6.0%
O=C1CC(NCCc2ccccc2)C(=O)N1c1ccc(F)cc1 (centres undefined)	0.0%
O=C(O/N=C1\CCCc2c1[nH]c1ccc(Cl)cc21)c1ccc([N+](=O)[O-])cc1	11.0%
CC(C)Oc1ccc(C(=O)NCc2cccnc2)cc1	14.0%
CCCCS(=O)(=O)CC(O)COCC (centres undefined)	0.0%
O=C(c1ccc(Cl)cc1Cl)N1CCN(c2ccc(Cl)cc2)CC1	10.0%

Three structures out of the list, sorted by number of heavy atoms, smallest number first.
SMILES	RNase H inhibition
Cc1ccccc1NC(=O)CSc1ncccn1	1.0%
CC(C)Oc1ccc(C(=O)NCc2cccnc2)cc1	14.0%
CCOc1ccc(NC(=O)CN(c2cc(OC)ccc2OC)S(C)(=O)=O)cc1	5.0%

By substructure: those above containing an aryl methoxy group (3)
SMILES	RNase H inhibition
COc1ccc(OC)c(NC(=O)C(=O)NCc2ccccc2)c1	34.0%
CCOc1ccc(NC(=O)CN(c2cc(OC)ccc2OC)S(C)(=O)=O)cc1	5.0%
COc1cc([N+](=O)[O-])ccc1-c1ccc(/C=C2/C(=N)N3N=C(c4ccccc4)SC3=NC2=O)o1	6.0%

Going on with the list:
SMILES	RNase H inhibition
C/C(=N\N=C1\NC(=O)C(CC(=O)Nc2ccc(Cl)c(Cl)c2)S1)C(C)(C)C (centres undefined)	19.0%
CSC1=C(C#N)C(c2ccc(Cl)cc2Cl)CC(=O)N1 (centres undefined)	10.0%
C/C(=C/C(=O)NN(C)C)C(=O)O	17.0%
CCCCSCC(COC(C)=O)SCCCC (centres undefined)	20.0%
COc1ccc(OCCCOc2cccc(C(F)(F)F)c2)cc1	23.0%
Cc1c(C#N)c(N=CN(C)C)c(C#N)n1-c1ccccc1	2.0%
COc1cc(CN2CCc3ccccc3C2)cc(I)c1O	26.0%
O=C(CCCC(=O)OCC(F)(F)C(F)F)Nc1ccc(Cl)cc1Cl	0.0%
N/C(=N\OC(=O)c1ccc(Cl)cc1)c1ccccc1	11.0%
CC(C)C(NC(=O)c1ccc(N(C)S(=O)(=O)c2ccccc2)cc1)C(C)C	13.0%
Cc1ccc(Cl)c(OCCCCNCCO)c1	2.0%
O=S(=O)(NCCOc1ccc(Cl)cc1)c1ccc2ccccc2c1	2.0%
O=C(N/N=C/c1cccc(Cl)c1Cl)c1cccc(Br)c1	0.0%
CCCCOC(=O)c1ccc(NC(=O)c2cc3ccccc3o2)cc1	16.0%
COc1ccc(-n2nc3cc(C)c(NC(=O)c4ccc(Cl)c(Cl)c4)cc3n2)cc1	13.0%
COc1cc(CN2CCN(Cc3cccc([N+](=O)[O-])c3)CC2)cc(OC)c1	9.0%
CCc1nnc2c3c4c(sc3ncn12)CCCC4	4.0%
CC(=O)Oc1ccc(-c2cccc(NC(=O)c3ccc4c(c3)Cc3ccccc3-4)c2)cc1	0.0%
COc1ccc(NC(=O)/C(=C\c2cccs2)NC(=O)c2ccccc2)cc1	14.0%
Oc1ccc(Cl)cc1C=Nc1ccc(-c2cc(-c3ccc(N=Cc4cc(Cl)ccc4O)cc3)ncn2)cc1	1.0%
NC(=O)c1cnn2c1NC(c1ccco1)CC2C(F)(F)F (centres undefined)	0.0%
O=C(CCC1CCCC1)Nc1ccc(F)c(F)c1	6.0%
COc1ccc(N2C(=O)Cn3c2nc2c3c(=O)n(C)c(=O)n2C)cc1	4.0%
Cc1cc(C)c(N=Cc2c(O)n(-c3ccc(Br)cc3)c(=O)[nH]c2=O)c(C)c1	5.0%
CCOC(=O)C1=C(C)NC2=C(C(=O)CCC2)C1c1ccc([N+](=O)[O-])cc1 (centres undefined)	2.0%
Cc1cc(=O)[nH]c(SCC(=O)Nc2ccccc2[N+](=O)[O-])n1	0.0%
CC(=O)c1ccc(N2CCN(C3CC(=O)N(c4ccc(C)cc4)C3=O)CC2)cc1 (centres undefined)	3.0%
Cc1cc(C)cc(CC2CC(=O)N(c3cc(C)ccc3C)C2=O)c1 (centres undefined)	6.0%
Cc1ccc(-n2cc(C=C3C(=O)NC(=O)NC3=O)cn2)cc1C	22.0%
CC(/C=C(\NC(=O)c1ccccc1)C(=O)N/N=C/c1ccccc1)=C\c1ccccc1	2.0%
NC(=O)N/N=C(\C=C\c1ccccc1)C1(O)CCCCC1	2.0%
c1ccc2c(c1)COC(CN1CCCCC1)OC2	0.0%
Cc1cc(NCCN2CCOCC2)n2c(nc3ccccc32)c1C#N	20.0%
CC(C)c1ccc(/C=C/C(=O)Nn2cnnc2)cc1	0.0%
CCOC(=O)C1=C(C)N=c2s/c(=C\c3cc(Br)c(OCc4ccc(Cl)cc4)c(OC)c3)c(=O)n2C1c1ccc(N(C)C)cc1 (centres undefined)	22.0%
Cc1cccc(OCCn2ccnc2)c1C	12.0%
CCc1cc2c(=O)c(-c3nc4ccccc4n3C)coc2c(CN2CCN(C)CC2)c1O	1.0%
Cc1ccccc1NCC(=O)N/N=C\c1ccc(O)cc1O	6.0%
CCOC(=O)/C=C/C(=O)Nc1sc2c(c1C#N)CCC2	5.0%
Cc1cc2c(o1)-c1c(oc3ccc(Br)cc13)CCC2(C)c1ccccc1 (centres undefined)	11.0%
COc1ccc(OC)c(CN2CCN(C(=O)CC(C)C)CC2)c1	15.0%
Cc1cc(N=CC2=C(O)CC(C)(C)CC2=O)no1	9.0%
Cc1ccc(NC2c3ccccc3Oc3ccccc32)cc1	8.0%
O=C(O)CCCCCN1C(=O)C(=O)/C(=C(/O)c2ccc([N+](=O)[O-])cc2)C1c1ccc(F)cc1 (centres undefined)	4.0%
O=C(Nc1c(O)c2ccccc2[nH]c1=O)c1ccco1	8.0%
CC(C)CSc1nnc2c(n1)[nH]c1ccccc12	6.0%
O=C(c1cccs1)N1CCN(Cc2ccncc2)CC1	11.0%
Cc1ccc(N2C(=O)c3ccccc3NC2c2ccccc2F)cc1 (centres undefined)	3.0%

Seven records picked at random from the list so far, as already listed:
SMILES	RNase H inhibition
O=C(c1cccs1)N1CCN(Cc2ccncc2)CC1	11.0%
Cc1ccc(N2C(=O)c3ccccc3NC2c2ccccc2F)cc1 (centres undefined)	3.0%
Cc1ccc(NC2c3ccccc3Oc3ccccc32)cc1	8.0%
CC(C)CSc1nnc2c(n1)[nH]c1ccccc12	6.0%
O=C(Nc1c(O)c2ccccc2[nH]c1=O)c1ccco1	8.0%
CCc1cc2c(=O)c(-c3nc4ccccc4n3C)coc2c(CN2CCN(C)CC2)c1O	1.0%
COc1ccc(OC)c(CN2CCN(C(=O)CC(C)C)CC2)c1	15.0%

Next records follow.
SMILES	RNase H inhibition
COc1ccc(CCNC(=O)COc2ccccc2[N+](=O)[O-])cc1OC	15.0%
C=CCc1c(C)nc(-c2ccccc2)nc1N/N=C/c1ccco1	7.0%
Cc1cc(C)cc(OCC(=O)Nc2cccc(NC(=O)c3ccco3)c2)c1	15.0%
CN(C)C(=O)CCSc1ccc(Cl)cc1	12.0%
COc1ccccc1/C=C1\SC(N2CCCCC2)=NC1=O	6.0%
COc1ccc(C2C(C#N)=C(N)OC3=C2C(=O)CC(c2ccccc2)C3)cc1C (centres undefined)	9.0%
O=C(N/N=C/c1ccco1)c1cc(C23CC4CC(CC(C4)C2)C3)[nH]n1	12.0%
COc1ccccc1N1CCN(CC(O)COc2ccc(C34CC5CC(CC(C5)C3)C4)cc2)CC1 (centres undefined)	4.0%
CC(=O)OCCCN1C(=O)c2ccccc2C1=O	0.0%
COc1cccc(OCCOCCOc2ccc([N+](=O)[O-])cc2Cl)c1	30.0%
Cc1cccc(NC(=O)/C=C/c2ccc(F)cc2)c1	2.0%
CSc1ccc(S(=O)(=O)NCCSc2nc3ccccc3s2)cc1	21.0%
COc1cccc2c(=O)c(C/C=C(/C)Cl)c(C)[nH]c12	32.0%
C[n+]1ccc(/C=C/c2ccc(O)cc2)cc1	11.0%
CCN1C(=O)/C(=C/c2cc(Br)ccc2OCCOc2ccccc2Cl)SC1=S	23.0%
O=C(c1ccc(F)cc1)c1ccc(-c2[nH]c(-c3ccc(Cl)cc3Cl)nc2-c2ccccc2)cc1	27.0%
CCOc1cc(/C=C2\SC(=S)N(NC(=O)c3ccccc3Br)C2=O)ccc1O	16.0%
C=C(C)COc1cccc(/C=C2\N=C(c3ccccc3Cl)OC2=O)c1	13.0%
On1c(-c2ccccc2Cl)nc2c1CCc1nonc1-2	0.0%
CCOC(=O)c1c(N)sc2c1CCCCCC2	23.0%
CC1=C(C(=O)OC2CCCCC2)C(c2ccc(Cl)c(Cl)c2)C2=C(CC(c3ccc(Cl)cc3)CC2=O)N1 (centres undefined)	15.0%
O=C1c2ccccc2NC(c2ccc(F)cc2)N1c1ccc(Cl)cc1 (centres undefined)	7.0%
O=C(CSCc1ccccc1)Nc1cc(Cl)cc(Cl)c1	7.0%
CC1CN(Cc2c(O)ccc3c(-c4ccccc4)cc(=O)oc23)CC(C)O1 (centres undefined)	7.0%
COc1cccc(C2C(C(=O)OC3CCCC3)=C(C)NC3=C2C(=O)CC(c2ccc(Cl)cc2)C3)c1OC (centres undefined)	17.0%
CC(C)CNC(=O)c1ccccc1NC(=O)Cc1ccc(Cl)cc1	12.0%
O=C(c1cccc(N2C(=O)C3C4C=CC(C4)C3C2=O)c1)N1CCCCCC1 (centres undefined)	12.0%
COc1ccc(OCCNC(=S)Nc2cccc3ccccc23)cc1	14.0%
O=C(N/N=C\c1cc(Br)cc(I)c1O)c1ccc(Br)cc1	0.0%
CS(=O)(=O)N(CC(O)Cn1c2ccccc2c2ccccc21)c1cccc2ccccc12 (centres undefined)	0.0%
Cc1cccc(N2CCN(S(C)(=O)=O)CC2)c1C	13.0%
COc1ccc(CNc2ccc(Br)cc2C(=O)O)c(OC)c1	17.0%
COc1ccc(OCCOc2ccc(Br)cc2/C=C2\SC(=S)NC2=O)cc1	34.0%
CC(=Nc1ccc(I)cc1)c1cc(Cl)ccc1O	16.0%
O=C(NN=C1CCCC1)C(=O)Nc1ccc(Br)cc1	9.0%
COC(=O)C1=C(C)N(C)C(=O)NC1c1cc([N+](=O)[O-])ccc1OC (centres undefined)	28.0%

Another view of some results above:
Structure | RNase H inhibition
CS(=O)(=O)N(CC(O)Cn1c2ccccc2c2ccccc21)c1cccc2ccccc12 (centres undefined) | 0.0%
Cc1cccc(N2CCN(S(C)(=O)=O)CC2)c1C | 13.0%
COc1ccc(CNc2ccc(Br)cc2C(=O)O)c(OC)c1 | 17.0%

The results go on.
SMILES	RNase H inhibition
CCn1c(CSc2nc3ccc(C)cc3[nH]2)nc2ccccc21	0.0%
Oc1c(C2=NNC(c3ccccc3)C2)ccc2ccccc12 (centres undefined)	17.0%
CCOc1ccc(N(CC(=O)Nc2ccc(I)cc2)S(=O)(=O)c2ccccc2)cc1	9.0%
CC1=NN(c2ccc(C)cc2)C(=O)/C1=C\c1c(C)[nH]n(-c2ccc(C)cc2)c1=O	11.0%
O=C(Cc1ccccc1)NC(c1ccccc1)c1ccc2cccnc2c1O (centres undefined)	18.0%
COc1cc(C(=O)NC(=S)Nc2ccc(N(C)C)cc2)cc(OC)c1OC	16.0%
O=C(Cc1cccc2ccccc12)N/N=C/c1ccc(-c2cccc(Cl)c2Cl)o1	32.0%
O=[N+]([O-])c1ccc(C=NC2=NN(c3ccccc3)CC2)cc1	7.0%
O=C(N/N=C/c1ccc(Cl)cc1)c1cccc(Cl)c1	6.0%
CCOc1ccccc1C(=O)N/N=C/c1cc(OC)ccc1Br	14.0%
COC(=O)c1ccc(OCCOc2ccc(C=O)cc2OC)cc1	2.0%
C=CCN1C(=O)/C(=C\c2ccc(C(=O)OC)cc2)C(=O)NC1=S	0.0%
CC1=C(C(=O)Nc2ccc(C)c(Cl)c2)C(c2ccc(O)cc2)NC(=O)N1 (centres undefined)	9.0%
Cc1ccc2[nH]c3nc(N/N=C/c4cc(Br)c(O)c(Br)c4)nnc3c2c1	9.0%
CCOC(=O)C(=CNc1ccc(F)c(F)c1O)C(=O)OCC	12.0%
COC(=O)c1cccc(N2C(=O)c3ccc(Oc4cccc(N)c4)cc3C2=O)c1	10.0%
CCCCN1C(=O)/C(=C\c2cccc(O)c2)SC1=S	36.0%
CCOC(=O)C(C(=O)OCC)c1cc(Nc2cccc(C)c2)c2c3c(onc13)-c1ccccc1C2=O	6.0%
